Source: PubChem BioAssay (several laboratories)
PP5 primary – blocks human protein phosphatase 5 activity; P53041; purified PP5c, OMFP substrate fluorescence; inhibition, % at 6.7 µM; hit rate 0.18% among 320,000; AID 1987;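 active = inhibition above the campaign's mean inhibition across all tested compounds plus 3 SD, cut at about 9.5% in these data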;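 note: 0% = DMSO only and 100% = 100 µM cantharidin control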
TPT1 inhibitor – inhibitors of Candida albicans tRNA 2'-phosphotransferase TPT1. recombinant caTPT1, FP RNA substrate dephosphorylation. inhibition, % at 5 µM. hit rate 0.81% among 300,000;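 active = inhibition above the mean of all tested compounds plus 3 SD, set per screening campaign, cut at about 24% in these data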;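 note: plate controls were DMSO alone for no effect and ferristatin control at 100 nM for full effect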
JMJD2C inh – human JMJD2C demethylase inhibition. Q9H3R0. GST-JMJD2C(1-420) H3K9me3 demethylation, DELFIA europium. inhibition, % at 2.35 µM. hit rate 0.069% among 330,000;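 active = more than half of a compound's replicate wells show inhibition beyond 50%, single wells judged on their own value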;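 note: signal counts dimethyl H3K9 product captured on neutravidin plate; 0% = median of DMSO wells and 100% = 0.3 times that DMSO median; strong numbers were not always called active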
Target sequence (Q9H3R0 1-420 limits assumed): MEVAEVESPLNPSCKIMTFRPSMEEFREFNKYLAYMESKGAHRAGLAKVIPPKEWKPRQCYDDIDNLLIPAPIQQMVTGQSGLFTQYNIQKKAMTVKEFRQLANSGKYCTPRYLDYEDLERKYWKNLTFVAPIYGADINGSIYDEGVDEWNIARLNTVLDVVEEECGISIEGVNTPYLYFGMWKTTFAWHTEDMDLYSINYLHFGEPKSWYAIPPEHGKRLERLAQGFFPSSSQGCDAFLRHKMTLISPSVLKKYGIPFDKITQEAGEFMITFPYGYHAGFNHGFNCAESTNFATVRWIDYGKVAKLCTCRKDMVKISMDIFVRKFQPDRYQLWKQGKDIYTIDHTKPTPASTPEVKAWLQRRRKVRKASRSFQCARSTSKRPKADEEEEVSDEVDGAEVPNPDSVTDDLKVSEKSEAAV
PREPL inh – human PREPL enzyme inhibition; Q4J6C6; recombinant PREPL, fluorescence polarization activity-based probe; inhibition, % at 5.96 µM; hit rate 0.68% among 320,000; AID 2751; in the data active = inhibition above about 43%;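 note: 0% = enzyme with DMSO and 100% = wells lacking enzyme; many of its hits are not listed in these tables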
Efflux pump mplx – antifungal efflux pump inhibition, Nile Red retention. AID 485275. hit rate 0.44% among 330,000. inhibition, % at 10 µM. S. cerevisiae Candida pump triplex;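 active = plate passing quality check with inhibition over a set limit, or well fluorescence over plate mean plus 4 SD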;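 note: Nile Red retained in pooled yeast measured as flow cytometry median fluorescence; 0% = buffer negative control and 100% = Enniatin B positive control; higher means more Nile Red kept so more efflux inhibition; some compounds called inactive have numbers as strong as hits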
LYPLA2 inh – counter-screen for PME1 inhibitors: inhibitors of human LYPLA2 | hit rate 0.38% among 320,000 | AID 2177 | inhibition, % at 5.9 µM | recombinant LYPLA2, FP-Rh probe fluorescence polarization | O95372;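 active = inhibition above the screen-wide mean plus 3 SD, limit set per campaign, cut at about 26% in these data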;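 note: 0% = LYPLA2 with DMSO and 100% = wells lacking LYPLA2 enzyme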
Target sequence (O95372 whole entry, looked up): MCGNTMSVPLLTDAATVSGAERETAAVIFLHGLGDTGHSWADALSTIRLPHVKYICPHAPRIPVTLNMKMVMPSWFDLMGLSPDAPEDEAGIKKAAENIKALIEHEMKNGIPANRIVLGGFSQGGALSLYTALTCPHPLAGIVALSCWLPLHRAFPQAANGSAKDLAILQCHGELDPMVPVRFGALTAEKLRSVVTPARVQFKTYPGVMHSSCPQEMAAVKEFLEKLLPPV
Fh CTSL1 inh – counter-screen for PFM18AAP inhibitors: inhibitors of F. hepatica cathepsin L1; AID 1906; hit rate 0.49% among 300,000; inhibition, % at 5.96 µM; recombinant F. hepatica cathepsin L1, Z-Leu-Arg-MCA fluorescence;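 active = inhibition above the mean of all tested compounds plus 3 SD, set per screening campaign, cut at about 17% in these data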;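 note: 0% = plate median of test compound wells and 100% = 1 µM Z-Phe-Ala-diazomethylketone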
HCV core dimer – blocks dimerization of HCV core protein; hit rate 0.33% among 300,000; inhibition, % at 5 µM; TR-FRET GST/Flag-core106 dimerization, 1536-well;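 active = inhibition above the mean of all tested compounds plus 3 SD, set per screening campaign, cut at about 45% in these data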
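System – GST-tagged and Flag-tagged HCV core protein residues 1-106 · Repeats – one well for each compound · Technique – TR-FRET 671 and 617 nm emission · Doses – one concentration, 5 µM, in 0.5% DMSO · Times – 4 h, 22.5 °C incubation · Also added – Eu donor and XL665 acceptor anti-tag antibodies · Measure – percent inhibition of core106 dimerization signal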
PP1 inh – PP1-alpha (human) inhibition in PP5 counter-screen | P62136 | purified PP1alpha, OMFP fluorescence | inhibition, % at 6.7 µM | hit rate 0.9% among 320,000 | AID 2235;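 active = inhibition above the mean inhibition of all tested compounds plus 3 SD, computed separately for each screening campaign, cut at about 15% in these data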
Target sequence (P62136 whole entry, looked up): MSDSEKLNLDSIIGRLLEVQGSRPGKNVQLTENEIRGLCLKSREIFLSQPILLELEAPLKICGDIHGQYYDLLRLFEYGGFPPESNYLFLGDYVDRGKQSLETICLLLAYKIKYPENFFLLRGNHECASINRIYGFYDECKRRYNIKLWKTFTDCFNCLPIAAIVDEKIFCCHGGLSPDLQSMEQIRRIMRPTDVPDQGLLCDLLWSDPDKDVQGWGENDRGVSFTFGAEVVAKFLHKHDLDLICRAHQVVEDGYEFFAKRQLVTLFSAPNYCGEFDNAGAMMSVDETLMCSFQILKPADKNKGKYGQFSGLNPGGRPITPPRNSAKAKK
* hit, by the source's call; i = inactive; x = not tested or not shown. Only part of the results is shown; rates above refer to the full screens.

structure | PP5 primary | TPT1 inhibitor | JMJD2C inh | PREPL inh | Efflux pump mplx | LYPLA2 inh | Fh CTSL1 inh | HCV core dimer | PP1 inh
CC[C@@]12C(=O)N(c3ccc(OC)cc3)C(=O)N1[C@H](c1cccc(C)c1)[C@@H]1C(=O)N(Cc3ccccc3)C(=O)[C@@H]12 | 0.8 | 3 | 3 | -1 | -0.1 | 0 | -2 | 10 | 5
CCOC(=O)c1c(N)sc2c1CCN(CCc1ccccc1)C2 | 3.1 | 28* | -1 | 17 | -0.1 | 1 | -6 | -1 | 1
COc1ccc(C/C(C)=N/NC(=S)Nc2ccc(C)c(C)c2)cc1 | 5.6 | -2 | -4 | 19 | -0.1 | 3 | 6 | -7 | 8
Cc1nonc1OCCCNc1ccc([N+](=O)[O-])cc1Cl | 1.8 | -2 | 3 | 27 | -0.3 | 1 | 2 | 1 | -1
Fc1cnc(Cl)nc1NC1CCCCC1 | 2.2 | -3 | -6 | 0 | -0.1 | 4 | -3 | -7 | -2
COc1ccc(C(C(=O)NC2CCCC2)N(C(=O)c2snc(C(N)=O)c2N)c2cc(C)ccc2OC)cc1OC (stereo not given) | -0.3 | -4 | 22 | 3 | -0.1 | -6 | -4 | 9 | 2
NS(=O)(=O)c1cccc(NC(=O)c2ccno2)c1 | 0.2 | -2 | 4 | 2 | 0.0 | 0 | 1 | 3 | -2
Clc1ccc(CNCc2cccs2)cc1Cl | 0.3 | -3 | 1 | -13 | 0.3 | -2 | 1 | -4 | -3
O=C(Cc1ccc(-n2cccc2)cc1)NC1CCCCCC1 | -0.9 | 0 | -6 | 10 | 0.1 | -1 | 2 | 6 | 3
OC(CNCC1COc2ccccc2O1)COc1ccc(Cl)cc1 (stereo not given) | -0.1 | 2 | -1 | -20 | 0.2 | 2 | 2 | -2 | 0
CCCCN(C(=O)c1cccc(-n2cccc2)c1)c1c(N)n(CCC)c(=O)[nH]c1=O | 1.6 | 2 | -5 | -10 | 0.0 | -1 | 4 | 22 | 1
CC1CCCCN1C(=S)NC(=O)c1ccco1 (stereo not given) | -0.8 | x | 2 | 4 | -0.2 | 4 | x | x | -10
O=[N+]([O-])c1ccc(Sc2ccc(Cl)c(Cl)c2)nc1 | 1.4 | -2 | 20 | 15 | 0.0 | 40* | 2 | 3 | -1
COc1ccc(C(=O)N2CCC(C(=O)c3ccc(F)cc3)CC2)cc1 | 0.8 | -2 | 10 | 3 | 0.0 | 0 | -2 | 5 | -3
CCOC(=O)c1cc2c(OC)ccc(OC)c2n1CC(=O)c1ccccc1 | 0.9 | -3 | 2 | 17 | -0.1 | 6 | 5 | -12 | 1
O=C(O)c1ccc(NS(=O)(=O)c2ccc(Cl)cc2)cc1 | -1.8 | -1 | x | 1 | -0.1 | 1 | -2 | -3 | -5
CCC(C)[C@H](NC(=O)NCCC1=CCCCC1)C(=O)O (stereo not given in full) | 0.3 | -4 | 11 | 8 | -0.2 | 1 | 4 | -4 | 0
Cc1cc(NC(=O)CSc2c3c(nc4ccccc24)CCC3)no1 | 3.9 | 2 | -26 | 3 | -0.2 | 3 | -4 | 16 | -5
Cc1cccc(-n2nc3c(c2NC(=O)CCC2CCCCC2)CS(=O)C3)c1C (stereo not given) | -0.6 | -3 | i | -1 | -0.1 | 3 | 2 | -1 | -2
COc1ccc(S(=O)(=O)Nc2ccc3c(c2)n(C)c(=O)n3C)cc1F | -2.4 | 2 | -17 | 4 | 0.1 | -4 | 2 | 2 | 1
CCOc1ccc(N(CC(=O)NC2CCCCC2C)S(=O)(=O)c2c(C)noc2C)cc1 (stereo not given) | 2.7 | -3 | -6 | -10 | -0.1 | 10 | -4 | 3 | -3
O=NN1CCN(c2ccncc2S(=O)(=O)N2CCCCC2)CC1 | 2.2 | -3 | 1 | -7 | -0.1 | 3 | 3 | 0 | -1
CCOC(=O)c1ccccc1NC(=O)COC(=O)C(CCSC)NC(=O)COc1ccccc1 (stereo not given) | 3.4 | 2 | 4 | 4 | 0.2 | 4 | 1 | 5 | -3
O=C(N/N=C/c1ccc(OC(F)F)cc1)c1ccc(CSc2nc3ccccc3[nH]2)cc1 | 3.1 | 1 | -6 | 0 | 0.4 | -93 | 4 | 3 | -1
Cc1ccc(N2C(=O)c3ccccc3C2Nc2ccc(S(=O)(=O)N3CCCCC3)cc2)nc1 (stereo not given) | 0.9 | -2 | -5 | 15 | 0.0 | -1 | 1 | 35 | 2
COc1ccc(NC(=O)CN2C(=O)NC3(CCCC3)C2=O)cc1Cl | 0.7 | 4 | -26 | 0 | -0.1 | 0 | 2 | 1 | -2
Cc1ccc(OCC(=O)Nc2ccc([N+](=O)[O-])cc2)cc1 | -2.8 | -4 | 6 | 2 | -0.2 | -2 | 6 | -5 | -3
O=C(Cc1cccs1)NCCS(=O)(=O)N1CCN(c2ccccc2F)CC1 | -1.4 | -1 | 19 | -25 | 0.0 | -2 | 2 | 0 | -1
S=c1[nH]nc(-c2ccco2)n1/N=C/c1ccc(Br)s1 | 1.4 | 1 | -2 | 6 | 0.1 | 5 | -2 | 5 | 2
CCOC(CCNC(=O)c1cn(CC(C)C)c(=O)c2c1c1ccccc1n2C)OCC | -1.0 | -2 | 2 | 4 | -0.2 | 0 | 0 | -3 | -1
COc1ccc(OC)c(NC(=O)CSc2nnc(C3CCCCC3)o2)c1 | -0.6 | 2 | -15 | 5 | 0.1 | -9 | -5 | 4 | -5
O=C(NC1CCCc2c1cnn2-c1cc(F)cc(F)c1)c1ccccn1 (stereo not given) | 2.2 | -2 | 2 | 6 | 5.3* | 0 | -1 | -3 | 2
O=C(O)c1ccccc1C(=O)Nc1n[nH]c(=S)s1 | -2.3 | -2 | 5 | -7 | -0.2 | 2 | -1 | -1 | 0
CC(=O)Nc1c2c(nn1-c1ccc(C)cc1C)CS(=O)C2 (stereo not given) | 1.1 | -3 | 9 | 14 | 0.0 | 4 | 6 | -1 | -1
N#CC(c1nc2ccccc2nc1N1CCCC1)S(=O)(=O)c1cccs1 (stereo not given) | -4.0 | 18 | 11 | 16 | -0.1 | -7 | 0 | 8 | 4
Cc1nc2cccc(C(=O)NC3CCCCC3)c2o1 | 2.3 | 3 | 4 | -4 | 0.0 | 0 | -3 | 1 | -43

Seven compounds from above, reduced to Fh CTSL1 inh, JMJD2C inh and PP1 inh.
mol	Fh CTSL1 inh	JMJD2C inh	PP1 inh
CCOC(CCNC(=O)c1cn(CC(C)C)c(=O)c2c1c1ccccc1n2C)OCC	0	2	-1
COc1ccc(OC)c(NC(=O)CSc2nnc(C3CCCCC3)o2)c1	-5	-15	-5
O=C(NC1CCCc2c1cnn2-c1cc(F)cc(F)c1)c1ccccn1 (stereo not given)	-1	2	2
O=C(O)c1ccccc1C(=O)Nc1n[nH]c(=S)s1	-1	5	0
CC(=O)Nc1c2c(nn1-c1ccc(C)cc1C)CS(=O)C2 (stereo not given)	6	9	-1
N#CC(c1nc2ccccc2nc1N1CCCC1)S(=O)(=O)c1cccs1 (stereo not given)	0	11	4
Cc1nc2cccc(C(=O)NC3CCCCC3)c2o1	-3	4	-43

4 entries picked at random from the list so far, as already listed:
structure | PP5 primary | TPT1 inhibitor | JMJD2C inh | PREPL inh | Efflux pump mplx | LYPLA2 inh | Fh CTSL1 inh | HCV core dimer | PP1 inh
Cc1ccc(N2C(=O)c3ccccc3C2Nc2ccc(S(=O)(=O)N3CCCCC3)cc2)nc1 (stereo not given) | 0.9 | -2 | -5 | 15 | 0.0 | -1 | 1 | 35 | 2
CCOC(CCNC(=O)c1cn(CC(C)C)c(=O)c2c1c1ccccc1n2C)OCC | -1.0 | -2 | 2 | 4 | -0.2 | 0 | 0 | -3 | -1
CC(=O)Nc1c2c(nn1-c1ccc(C)cc1C)CS(=O)C2 (stereo not given) | 1.1 | -3 | 9 | 14 | 0.0 | 4 | 6 | -1 | -1
COc1ccc(OC)c(NC(=O)CSc2nnc(C3CCCCC3)o2)c1 | -0.6 | 2 | -15 | 5 | 0.1 | -9 | -5 | 4 | -5

More entries:
structure | PP5 primary | TPT1 inhibitor | JMJD2C inh | PREPL inh | Efflux pump mplx | LYPLA2 inh | Fh CTSL1 inh | HCV core dimer | PP1 inh
Nc1ccc(Sc2cc(Cl)nc(N)n2)cc1 | 3.5 | 3 | -2 | 0 | 0.5 | -5 | 4 | 30 | 0
Cc1ccc(NC(=O)CN(C)C(=O)C(C)OC(=O)c2ccccc2NCCO)cc1 (stereo not given) | 0.3 | -2 | 2 | 12 | 0.1 | -3 | -1 | 5 | -2
O=C(NC1CCN(C(=S)Nc2ccc(F)cc2)CC1)C1CCCCC1 | 0.8 | -1 | -2 | 0 | -0.7 | -2 | -2 | 13 | -4
OCC1(Cc2ccc(Cl)cc2)CCN(CC2CC=CCC2)CC1 (stereo not given) | -1.7 | 1 | 2 | 6 | 0.0 | 2 | -1 | -2 | -3
CC(C)(C)OC(=O)N1CCN(C(=O)c2[nH]cnc2C(=O)Nc2nccs2)CC1 | -0.8 | x | -4 | 9 | 0.2 | 0 | x | x | -5
CCOc1ccc(OCCC(=O)OCC(=O)NC(C)c2ccccc2)cc1 (stereo not given) | -0.3 | 5 | 7 | -6 | -0.2 | 0 | -9 | -3 | -2
COc1cc2c(cc1OC)C(c1cccc([N+](=O)[O-])c1)N(C(=O)CCC(=O)O)CC2 (stereo not given) | 2.4 | 0 | 1 | 1 | -0.1 | 1 | -2 | -4 | 0
CN1C(=O)CC(N2CCN(c3ccc(Cl)cc3)CC2)C1=O (stereo not given) | 0.2 | -1 | -17 | 7 | -0.2 | -2 | 1 | -12 | -6
O=[N+]([O-])c1cc(S(=O)(=O)N2CCCCC2)ccc1NCc1cccc(Cl)c1 | 0.1 | 1 | 2 | 6 | 0.1 | 8 | 2 | 17 | 0
O=C(COC(=O)/C=C/c1ccco1)NCCc1ccccc1 | -0.8 | 2 | -30 | -5 | -0.1 | -6 | -2 | 2 | -6
CCCOc1ccc(C(=O)NCC(c2cccs2)N(C)C)cc1OC (stereo not given) | 0.1 | 2 | 8 | -1 | 0.0 | -3 | -3 | 1 | -2
CC(C)(C)SCCNC(=O)COc1ccc(Cl)cc1 | 2.0 | 1 | 17 | 8 | -0.1 | 3 | 2 | 3 | -2
CC(=O)NC(Cc1ccccc1F)C(=O)NC1CCN(C(=O)Nc2ccc(C)cc2)CC1 (stereo not given) | -1.3 | -2 | 46 | -6 | -0.1 | 1 | -3 | -3 | 0
CCOC(=O)CSc1nc2ccc(C)cc2[nH]1 | 1.6 | -2 | 9 | -9 | 0.0 | -6 | 0 | 3 | -2
